Source: PubChem BioAssay (National Center for Advancing Translational Sciences (NCATS))
N370S GC = N370S glucocerebrosidase modulation, Gaucher chaperone candidate | P04062 | N370S GC spleen homogenate, 4MU-glucoside fluorescence | Potency, µM (series often up to 59.4 µM), for inactives: top-dose activity change, negative = inhibition, actives largely listed as inhibitors | 0.092% of 330,000 active | AID 2101;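 note: 0% = full enzyme activity and -100% = no enzyme basal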
DT40 TDP1 no CPT = qHTS for Inhibitors of human tyrosyl-DNA phosphodiesterase 1 (TDP1): qHTS in cells in absence of CPT | DT40 Tdp1-/- hTDP1 cells, no CPT, ATP luminescence, 48 h | Potency, µM (top dose mostly 46.2 µM), without a hit: at the highest dose activity change, negative = growth inhibition, most hits filed as inhibitors | 15% of 420,000 active | AID 686978, 2013; note: nearly all actives have a fitted effect of over 55% in size
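Luminescent ATP content (CellTiter-Glo) served as the growth readout. Knockout chicken DT40 cells expressing human TDP1 were exposed to compounds without camptothecin for a minimum 48 hr at 37 °C.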
TDP1 block = inhibitors of human tyrosyl-DNA phosphodiesterase TDP1; Q9NUW8; recombinant TDP1, AlphaScreen DNA substrate cleavage; Potency, µM (series often up to 130 µM), inactives show at the top dose activity change, negative = inhibition, usual class: inhibitors; 0.28% of 350,000 active; note: nearly all actives have a fitted effect of over 40% in size
Target sequence (Q9NUW8 whole entry, looked up): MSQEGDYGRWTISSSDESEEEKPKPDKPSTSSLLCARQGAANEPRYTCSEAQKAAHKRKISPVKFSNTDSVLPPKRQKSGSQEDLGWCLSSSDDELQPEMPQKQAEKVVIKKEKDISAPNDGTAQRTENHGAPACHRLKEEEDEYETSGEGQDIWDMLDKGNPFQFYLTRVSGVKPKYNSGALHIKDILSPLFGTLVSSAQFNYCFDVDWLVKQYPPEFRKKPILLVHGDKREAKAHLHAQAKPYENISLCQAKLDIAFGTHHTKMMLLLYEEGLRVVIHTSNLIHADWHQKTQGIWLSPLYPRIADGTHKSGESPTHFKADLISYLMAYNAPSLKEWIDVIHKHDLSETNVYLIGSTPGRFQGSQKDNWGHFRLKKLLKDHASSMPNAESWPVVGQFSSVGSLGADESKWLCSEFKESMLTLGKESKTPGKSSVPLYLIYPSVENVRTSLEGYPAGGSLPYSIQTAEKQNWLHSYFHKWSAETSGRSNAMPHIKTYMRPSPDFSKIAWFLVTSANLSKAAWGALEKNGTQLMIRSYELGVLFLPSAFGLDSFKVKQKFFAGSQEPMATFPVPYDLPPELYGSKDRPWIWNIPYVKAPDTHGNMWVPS
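E. coli-derived human Tdp1, 1 nM final. Cpd preinc 15 min RT; substrate 15 nM final, 5 min RT; AS bead mix 10 ug/ml final, 10 min RT. Signal loss = tyrosine-FITC cleavage. No-enzyme wells = max signal.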
* hit, by the source's call; ? = inconclusive; . = no result given; [ ] = dose if it differs, or a comment. Calls come from the whole dose curve; as a rule, active = well fitted curve in the direction sought with a large enough effect; inconclusive = small, poorly fitted or top-dose-only effect, or another doubt; inactive = no such curve, though single readings can be large; an effect the other way counts as inactive or inconclusive. Unless noted, % is set by controls: 0 for no effect and ±100 for the full control effect; potency is the fitted concentration of half-maximal effect.

smiles,N370S GC,DT40 TDP1 no CPT,TDP1 block
C=CCNCCOc1cccc(Br)c1,-3.6%,-4.4%,1.2%
Cn1c(SCC(=O)Nc2cccc(F)c2)nc2c(c1=O)SCC2,1.9%,18.4µM*,0.0%
COc1cccc(OC)c1C(=O)NC(C)C12CC3CC(CC(C3)C1)C2 (configuration not stated),5.7%,?,3.8%
COc1ccc(-n2c(C)cc(C(=O)Cn3nc(C(=O)O)c4ccccc4c3=O)c2C)cc1,1.6%,16.4µM*,-6.7%
N#Cc1nc(-c2cccs2)oc1NCCc1ccccc1,?,?,8.0%
Clc1ccc(COn2ccnc2)cc1Cl,-1.7%,0.7%,-1.2%
CN(C)S(=O)(=O)c1ccc(N2CCCC2)c(C(=O)OCC(=O)N2CCN(c3ccccc3)CC2)c1,-0.4%,?,.
Cn1c(N)c(C(=O)COC(=O)COc2ccccc2Cl)c(=O)n(C)c1=O,-8.8%,5.0%,0.2%
COc1ccccc1-c1ccc(Nc2cccc(C(F)(F)F)c2)nn1,13.8%,-22.0%,-0.7%
CCC1CN(C(=O)NCc2cccc(OC)c2)c2ccccc2O1 (configuration not stated),-2.9%,14.6µM*,0.0%
Cn1c(SCC(=O)NC2CC2)nnc1-c1ccccn1,-17.7%,-2.2%,2.2%
CC(=O)O[C@H]1CC2(C)[C@@H](C[C@@H](O)[C@H]3[C@@]4(C)CC[C@@H](O)[C@@H](C)[C@@H]4CC[C@@]32C)C1=C(CCC=C(C)C)C(=O)O (some centres not stated),2.9%,.,4.1%[56.1 µM]
CCOC(=O)c1ccccc1NC(=O)CSc1nc2ncccc2[nH]1,.,?,3.7%
Cc1ccc(-n2nnnc2-c2nc3ccccc3s2)cc1,11.0%,?,0.6%
CCCCOC(=O)CSC1=C(C#N)C(c2cccnc2)C(C(=O)OCC)=C(c2ccccc2)N1 (configuration not stated),-0.9%,?,-5.5%
O=C(CCCCCNC(=O)N1CCn2c1nc1ccccc12)NCc1ccccc1Cl,-2.6%,?,4.0%
O=C(CCN1C(=O)/C(=C/c2ccc(F)cc2)SC1=S)NCCCn1ccnc1,-14.3%,?,.
Cc1nnsc1C(=O)N/N=C/c1ccc2ccccc2c1O,-3.7%,0.82µM*,8.2%
CCCCC(c1nnnn1CC1CCCO1)N1CCN(c2ccccc2)CC1 (configuration not stated),3.1%,9.3%,2.6%
O=S(=O)(/C=C/c1ccccc1)NC1CCCCCCC1,?,?,0.0%
CCc1ccc(N2CN=c3s/c(=C\c4ccccc4)c(=O)n3C2)cc1,0.5%,-2.3%,0.0%
Cc1ccc2nc(C3CCCCC3)[nH]c2c1,-5.2%,?,.
Oc1ccc(C(=S)N2CCCCC2)cc1Cl,-0.2%,-18.1%,4.4%
CC1CCCCN1CCCNC(=O)c1ccc(N2CCCC2=O)cc1 (configuration not stated),-1.1%,0.6%,.
O=c1[nH]c2ccc(NCc3ccc(-c4ccccc4F)o3)cc2[nH]1,.,18.4µM*,6.8%
CN(Cc1ccccc1F)C(=O)c1ccc(NS(=O)(=O)c2ccc3[nH]c(=O)[nH]c3c2)cc1,?,5.6%,4.1%
O=C(NC(=S)Nc1nc(-c2ccccc2)cs1)c1ccco1,22.1%,-29.0%,6.2%
Cc1cc(C)n(-c2cc(N3CCOCC3)ncn2)n1,3.3%,-4.8%,0.0%
COC(=O)c1ccccc1-c1ccc(C=O)o1,-7.4%,-5.0%,-1.2%
CC1(C)CC(=O)C(Sc2nnc(-c3ccc(O)cc3)n2CC2CCCO2)C(=O)C1 (configuration not stated),-2.0%,0.2%,-9.8%
CCOc1ccccc1N1C(=O)CC(Sc2n[nH]c(-c3ccccc3)n2)C1=O (configuration not stated),-11.6%,0.651µM*,8.6%
COc1ccc(-c2cnnc(N/N=C/c3ccc(-c4ccc([N+](=O)[O-])cc4)o3)n2)cc1,14.2%,1.46µM*,7.0%
CC(=O)Nc1ccc(NC(=O)C(=O)c2cn(CC(=O)N3CCCCC3)c3ccccc23)cc1,-8.6%,?,0.0%
Cc1ccc(C)c(NC(=O)C(OC(=O)c2ccc(NC(=O)CC#N)cc2)c2ccccc2)c1 (configuration not stated),-20.0%,?,.
CSCCC(NC(=O)c1ccco1)C(=O)N1CCN(c2ccccc2O)CC1 (configuration not stated),.,?,0.5%
O=C(NCc1ccccc1Br)c1cnc2sc(N3CCCCCC3)nn2c1=O,.,4.11µM*,0.6%
O=C(c1ccc(S(=O)(=O)NCc2ccco2)cc1)N1CCN(c2ccc(F)cc2)CC1,.,?,1.6%
Cc1ccccc1C(=O)N1CCN(S(=O)(=O)c2cccs2)CC1,-5.9%,-5.5%,0.8%
CCOc1ncccc1C(=O)OCC(=O)c1ccccc1Br,9.6%,19.3%,0.0%
CCN(c1ccc(OC)cc1)S(=O)(=O)c1cc(-c2cc(C)no2)ccc1OC,-4.1%,?,2.8%

Molecules from the list above that have a Cl atom (four):
smiles,N370S GC,DT40 TDP1 no CPT,TDP1 block
Clc1ccc(COn2ccnc2)cc1Cl,-1.7%,0.7%,-1.2%
Cn1c(N)c(C(=O)COC(=O)COc2ccccc2Cl)c(=O)n(C)c1=O,-8.8%,5.0%,0.2%
O=C(CCCCCNC(=O)N1CCn2c1nc1ccccc12)NCc1ccccc1Cl,-2.6%,?,4.0%
Oc1ccc(C(=S)N2CCCCC2)cc1Cl,-0.2%,-18.1%,4.4%

Individual results from the entries so far:
TDP1 block result of O=C(c1ccc(S(=O)(=O)NCc2ccco2)cc1)N1CCN(c2ccc(F)cc2)CC1 : 1.6%
TDP1 block result of O=C(NCc1ccccc1Br)c1cnc2sc(N3CCCCCC3)nn2c1=O : 0.6%
TDP1 block result of CC(=O)Nc1ccc(NC(=O)C(=O)c2cn(CC(=O)N3CCCCC3)c3ccccc23)cc1 : 0.0%
TDP1 block result of CCOc1ncccc1C(=O)OCC(=O)c1ccccc1Br : 0.0%
N370S GC result of CCN(c1ccc(OC)cc1)S(=O)(=O)c1cc(-c2cc(C)no2)ccc1OC : -4.1%

Further results follow.
smiles,N370S GC,DT40 TDP1 no CPT,TDP1 block
CCN(C(=O)COC(=O)c1cccnc1SC)C1CCS(=O)(=O)C1 (configuration not stated),-8.4%,-2.3%,0.0%
O=C(/C=C(\O)c1ccccc1)C(=O)NNC(=O)c1ccccc1,-6.8%,12.7%,.
c1ccc(OCc2noc(CN3CCC(C4CCCCC4)C3)n2)cc1 (configuration not stated),-3.1%,?,3.0%
CCOc1cc(S(=O)(=O)NCc2ccncc2)ccc1Cl,-0.9%,0.581µM*,2.6%
COc1ccc(C(=O)N/C(=C/c2cccnc2)C(=O)NCc2ccco2)cc1OC,-2.2%,-3.6%,.
CCC(C)[C@H](NC(=O)N1CC(=O)Nc2ccccc21)C(=O)N[C@@H](Cc1c[nH]c2ccccc12)C(=O)O (some centres not stated),4.6%,-5.5%,.
Cc1occc(=O)c1OC(=O)Nc1ccc(Cl)c(Cl)c1,-0.5%,4.61µM*,2.6%
Cc1ccc(-c2nc(-c3ccncc3)no2)cc1C,2.3%,-24.6%,3.1%
O=C(COc1ccc2ccccc2c1)NNC(=O)c1ccccc1,-9.7%,0.0%,-2.6%[0.0935 µM]
CCOC(=O)N1CCC(n2c(SCC(=O)NCc3ccco3)nc3ccsc3c2=O)CC1,2.1%,18.4µM*,0.0%
O=C(c1cc(-c2ccncc2)nc2ccccc12)N1CCN(c2ccccn2)CC1,-3.8%,11.2µM*,6.1%
CCOC(=O)c1c(-c2ccc(OC)c(OC)c2)csc1NC(=O)c1ccc(F)cc1,.,?,0.0%
CCCOc1ccc(C2C(=O)N(C3CCCCC3)CC(=O)N2C2CCCCC2)cc1OC (configuration not stated),.,?,2.6%
CC(=O)c1ccc(N2CCN(C(=O)c3cc(S(=O)(=O)N4CCOCC4)ccc3C)CC2)cc1,.,-27.2%,-3.1%
CSCC[C@H](N)C(=O)N[C@@H](C)C(=O)NCC(=O)N[C@@H](CCCN=C(N)N)C(=O)N[C@@H](CO)C(=O)NCC(=O)N[C@@H](CC(=O)O)C(=O)N[C@@H](CO)C(=O)N[C@@H](CC(=O)O)C(=O)N[C@@H](CCC(=O)O)C(=O)N[C@@H](CC(=O)O)C(=O)N[C@@H](CC(C)C)C(=O)N[C@@H](CC(C)C)C(=O)N[C@@H](CCCCN)C(=O)N[C@@H](C)C(=O)N[C@H](C(=O)O)C(C)C,-10.5%,.,10.8%
O=C1CCC2S/C(=C/Nc3ccc(C(F)(F)F)cc3)C(=O)N12 (configuration not stated),25.1%,?,-2.7%
Nc1ccc2nc(CCCCc3nc4ccccc4[nH]3)[nH]c2c1,-0.6%,20.4%,8.4%
CCN(CC)CCCOc1nc(C)nc2c1oc1ccccc12,0.8%,?,-3.8%
CCCCN1C(=O)NC(NC(C)=O)(C(F)(F)F)C1=O (configuration not stated),-0.6%,-2.4%,-4.7%
COc1ccc(-c2[nH]c(-c3ccc(O)cc3)nc2-c2ccccc2)cc1,.,?,11.6%
O=C(N/N=C\c1ccc(F)cc1)c1ccc(Cn2cc(Br)c([N+](=O)[O-])n2)o1,10.8%,?,0.6%
O=C(c1ccc2c(c1)OCCO2)N(Cc1cccnc1)c1nc2ccc(F)cc2s1,.,?,8.1%
CCOc1cc(/C=C2\N=C(SC)SC2=O)cc([N+](=O)[O-])c1OC(C)=O,-11.7%,?,7.7%
CNS(=O)(=O)c1cc(OC)ccc1OC,0.0%,-5.2%,2.2%
CN(CC(=O)Nc1sccc1C#N)S(=O)(=O)c1ccc(F)cc1,0.8%,-21.7%,-0.7%
CCc1nnc(NC(=O)CN2C(=O)NC3(CCCC3)C2=O)s1,.,-0.2%,-0.3%
Cc1ccc(C2=NN(CCC(=O)NCCCN3CCOCC3)C(=O)CC2)cc1,-2.8%,18.6%,2.8%
CC[C@]12c3[nH]c4cc(CCC(=O)N(C)C)ccc4c3CCN1C(=O)[C@@H](CC(=O)NCC13CC4CC(CC(C4)C1)C3)C[C@@H]2C(=O)N1CCN(C(=O)C2CC2)CC1,.,?,1.1%[56.1 µM]
c1ccc(C[C@H]2CNCCN2CC2(c3ccccc3)CC2)cc1,-7.7%,?,-3.7%
COC(=O)C(/C=N/OCc1ccc([N+](=O)[O-])cc1)NC(=O)c1ccccc1 (configuration not stated),0.1%,1.0%,-4.7%

Whole records, looked up by structure. Screens in order: N370S GC	DT40 TDP1 no CPT	TDP1 block
`CCOc1cc(/C=C2\N=C(SC)SC2=O)cc([N+](=O)[O-])c1OC(C)=O` is listed with -11.7%	?	7.7%
`CN(CC(=O)Nc1sccc1C#N)S(=O)(=O)c1ccc(F)cc1` is listed with 0.8%	-21.7%	-0.7%
`O=C(c1ccc2c(c1)OCCO2)N(Cc1cccnc1)c1nc2ccc(F)cc2s1` is listed with .	?	8.1%
`O=C(N/N=C\c1ccc(F)cc1)c1ccc(Cn2cc(Br)c([N+](=O)[O-])n2)o1` is listed with 10.8%	?	0.6%
`COC(=O)C(/C=N/OCc1ccc([N+](=O)[O-])cc1)NC(=O)c1ccccc1` (configuration not stated) is listed with 0.1%	1.0%	-4.7%

Continuation:
smiles,N370S GC,DT40 TDP1 no CPT,TDP1 block
N#C/C(=C\c1ccc2c(c1)OCO2)C(=O)NCc1ccco1,5.0%,10.8%,5.1%
O=C(NCc1ccccc1)C1CCN(S(=O)(=O)N2CCOCC2)CC1,5.5%,-2.2%,-2.0%
Cc1occc1C(=O)NNC(=S)Nc1ccccc1C(F)(F)F,3.1%,-23.4%,0.6%
COc1ccc(C2C3=C(CC(C)(C)CC3=O)Nc3c2c(=O)[nH]c(=O)n3Cc2ccccc2)cc1 (configuration not stated),21.6%,-25.8%,6.2%
CC(C)CNS(=O)(=O)c1ccc(CCC(=O)N2CCN(c3ccc(F)cc3)CC2)cc1,-2.3%,-20.5%,2.4%
Cc1cccc(C)c1OC(=O)CSc1nnc(CNC(=O)c2ccccc2)o1,.,-9.6%,8.6%
O=C(CCc1c[nH]c2ccccc12)NCCOc1ccccc1,-4.7%,-22.9%,4.3%
Cc1nc2ccc(Cl)cc2nc(C)/c1=N\O,-5.6%,?,7.3%
Cc1ccc(OCC(=O)NCCCNC(=O)c2ccccn2)cc1,-0.6%,?,.
CC1CCN(C(=O)c2cc(-c3ccco3)on2)CC1,10.4%,-20.5%,3.8%

Some of the compounds tested; the hit share may differ from the screen's.
